PI4K2A block = blocks human PI4K2A kinase activity; purified PI4K2A, ADP-Glo luminescence, 1 h; stronger effect = lower value; activity change, negative = inhibition, % at 76.9 µM; Q9BTU6; 420,000 compounds, 0.13% hits; in the data active = activity change below about -50%;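 note: -100% = wells without enzyme as full effect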
Target sequence (Q9BTU6 whole entry, looked up): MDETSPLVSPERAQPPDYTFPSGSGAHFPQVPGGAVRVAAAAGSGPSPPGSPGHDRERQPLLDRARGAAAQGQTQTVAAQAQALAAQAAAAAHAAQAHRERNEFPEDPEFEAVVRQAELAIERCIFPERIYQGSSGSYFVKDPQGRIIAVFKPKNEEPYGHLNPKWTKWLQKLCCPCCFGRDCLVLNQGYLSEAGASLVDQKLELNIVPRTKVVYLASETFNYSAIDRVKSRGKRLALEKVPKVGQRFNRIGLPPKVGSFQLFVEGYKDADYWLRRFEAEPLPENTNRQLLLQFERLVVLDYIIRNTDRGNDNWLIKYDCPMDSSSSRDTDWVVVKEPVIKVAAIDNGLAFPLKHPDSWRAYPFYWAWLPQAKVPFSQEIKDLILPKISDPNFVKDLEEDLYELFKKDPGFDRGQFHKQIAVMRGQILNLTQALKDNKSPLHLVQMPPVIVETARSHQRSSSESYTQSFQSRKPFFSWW
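In this quantitative HTS, ADP production by PI4K2A was quantified luminescently after 1 h at ambient temperature; 100 microM adenosine served as plate-quality control.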
* hit, by the source's call; i = inactive; & = joins results of further samples.

SMILES	PI4K2A block
COC(=O)[C@]12C[C@H](CC(=O)NCc3cccc(C(F)(F)F)c3)C(=O)N(Cc3ccco3)C1=C[C@H](COCc1ccccc1)O[C@@H]2C	1
OCCCNc1ncnc2c1ncn2[C@H]1CN(Cc2ccco2)C[C@@H](CO)O1	-2
COCCNc1nc(NCCOc2ccccc2Cl)c2sccc2n1	1
COc1ccc(NC(=O)C(c2ccc(C#N)cc2)n2c(=O)c(-c3ccco3)nc3ccccc32)cc1 (stereo unspecified)	-4
Cc1ccc(-n2c(SCC(=O)c3ccccc3Cl)nnc2-c2cnccn2)cc1	0
Cc1ccc(C(C)OC(=O)C2(C)CCC(C(=O)O)C2(C)C)cc1 (stereo unspecified)	-1
CCCC(=O)N1CCC1(C)C(=O)Nc1ncc(C(=O)OC)s1 (stereo unspecified)	0
O=C(CC[C@H]1O[C@@H](n2cnc3c(NC(=O)c4ccccc4)ncnc32)[C@H](O)[C@@H]1O)N[C@@H](CO)Cc1c[nH]c2ccccc12	0
CCc1ccc2c(c1)NC(=O)C2(C)Cc1ccc(F)cc1 (stereo unspecified)	0
COc1ccccc1Cn1c(C)c(C(=O)NCc2ccco2)sc1=O	-3
O=C(NCc1cccnc1)c1cc(C2CCCCN2C(=O)CCc2ccccc2)on1 (stereo unspecified)	4
COc1ccc(CNC(=O)c2ccc(-c3cnn(C)c3)c3ccoc23)cc1OC	-11
Cc1ccc(-c2cc(-c3nnc(SCC(=O)Nc4ccc(OCc5ccccc5)cc4)n3N)[nH]n2)cc1	0
CC(C)CC(O)(CC(C)C)c1cn(C(=O)N(c2ccccc2)c2ccccc2)nn1	-2
COc1ccccc1CC(=O)NCCN1C(=O)C2C3C=CC(C3)C2C1=O (stereo unspecified)	-2
Cn1c(NCc2ccc3occc3c2)nc2cc(-c3cccc(C(F)(F)F)c3)sc2c1=O	-7
O=C(c1ccncc1)N1CC[C@H]2[C@H](CCCN2Cc2ccc(F)cc2)C1	-1
O=C(NCc1ccco1)c1ccc2sc([C@@H]3O[C@H](CO)[C@H](O)[C@H](O)[C@H]3O)nc2c1	-1
CC(C)Oc1cc(F)ccc1-c1cc(C(=O)NC2CCCCC2)[nH]n1	-5
CCNC(=O)C1(C)CCN(C(=O)c2ccc3c(c2)OCO3)C1 (stereo unspecified)	2
CCCCc1ccc(-c2noc(CCC(=O)NCC)n2)cc1	-2
CCCCOc1cccc2c(=O)n(CC(=O)Nc3ccc4c(c3)OCCO4)ccc12	3
O=C(NC1CCCC1)C(c1ccco1)N1CCN(c2c(Cl)cncc2Cl)CC1 (stereo unspecified)	5
O=C(NCC(F)(F)F)c1cc2c(c(-c3cccc(-c4ccccc4F)c3)n1)[C@H](CCO)N(C(=O)CC1CC1)C2	-7
O=S1(=O)C[C@@H](N2CC[C@@H](O)C2)[C@H](COCc2ccccc2)N1	0

Later entries:
SMILES	PI4K2A block
OC(c1ccccc1)(c1nc(-c2cccc(C(F)(F)F)c2)cs1)C(F)(F)F (stereo unspecified)	-2
CCOC(=O)C(C)Oc1cccc2c(=O)n(CC(=O)Nc3ccc(OC)cc3)ccc12 (stereo unspecified)	-1
O=C(NCc1ccccc1)C1C(c2ccc3c(c2)OCO3)=Nc2ccccc2N1C(=O)c1ccccc1 (stereo unspecified)	-2
CCCCc1c(-c2cccc(F)c2)ncn1CCc1ccccc1OC	0
COC(=O)[C@@]1(C(C)C)N=C(c2cc(OC)c(OC)c(OC)c2)[C@]2(O1)C(=O)N(C)c1ccccc12	-3
O=C(CCc1ccccc1)N[C@H]1[C@H](OCc2ccccc2)CCC[C@@]12C(=O)N(Cc1ccccc1)c1ccccc12	0
O=C(c1ccc(Cl)cc1)N1CCN(c2ccccn2)CC1	1
Cc1ccc(S(=O)(=O)N2C[C@H]3C(=O)C[C@@H](c4ccccc4F)N(S(=O)(=O)c4ccc(C)cc4)[C@H]3C[C@H]2c2ccccc2)cc1	2
COc1ccc(NC(=O)C2(C)CCN2C)cc1OC (stereo unspecified)	5
O=C(CSc1nnc(Cc2cccs2)n1-c1ccc(Cl)cc1)Nc1ccc(OCc2ccccc2)cc1	1
Clc1ccc2nc(-c3cccc(Br)c3)c(Cc3ccsc3)n2c1	-7
CCCCc1c(-c2ccc(OC)c(OC)c2)ncn1CCc1ccccc1OC	3
CC(=O)Nc1ccc(CNc2nc(NCCN(C)C)nc3cc(-c4ccccc4)sc23)cc1	1
CC(=O)Nc1ccc(CNc2nc(NC(C)C)nc3cc(-c4ccccc4)sc23)cc1	-5
CC(=O)c1cc(-c2ccc([N+](=O)[O-])cc2)c(=O)n2c1CCC2	-5
COC(=O)[C@@]12C[C@@H](CC(=O)NCCCN3CCCC3=O)C(=O)N(CCc3ccc(OC)c(OC)c3)C1=CCC(C)(C)C2	-2
Cc1ccc(S(=O)(=O)NC(=O)C2(C)CCN2C(=O)c2cccc(F)c2)nc1 (stereo unspecified)	0
COc1cc(-c2cnc3c(NC=O)cc(-c4cccc(NC(C)=O)c4)cn23)cc(OC)c1OC	-9
CCn1c(SCC(=O)Nc2ccc(C(C)C)cc2)nnc1-c1ccc(C(C)(C)C)cc1	1
COC(=O)[C@@]1(C(C)C)N=C(c2cc(OC)c(OC)c(OC)c2)[C@]2(O1)C(=O)N(C)c1ccc(Br)cc12	0
CCC(c1nc2ccccc2[nH]1)n1c(=O)c(-c2cccnc2)nc2ccccc21 (stereo unspecified)	-9
CC(C)(C)c1ccc2c(c1)OC(C(=O)N/N=C/c1ccc[nH]1)CO2 (stereo unspecified)	2
CCOC(=O)C1=C[C@@H](C(C)C)N(S(=O)(=O)c2ccc([N+](=O)[O-])cc2)[C@H]1c1ccccc1	5
CCc1nc2ccc(C(=O)Nc3cc(-c4ccccc4)ccc3OC)cn2c1N(C)CCC(C)C	-2
Cc1ccc(C2CCC3(CCC(=O)N3CCO)CC2)cc1 (stereo unspecified)	4&-1

For reference, 17 of the compounds above:
SMILES	PI4K2A block
COc1ccc(NC(=O)C2(C)CCN2C)cc1OC (stereo unspecified)	5
O=C(CSc1nnc(Cc2cccs2)n1-c1ccc(Cl)cc1)Nc1ccc(OCc2ccccc2)cc1	1
Clc1ccc2nc(-c3cccc(Br)c3)c(Cc3ccsc3)n2c1	-7
CCCCc1c(-c2ccc(OC)c(OC)c2)ncn1CCc1ccccc1OC	3
CC(=O)Nc1ccc(CNc2nc(NCCN(C)C)nc3cc(-c4ccccc4)sc23)cc1	1
CC(=O)Nc1ccc(CNc2nc(NC(C)C)nc3cc(-c4ccccc4)sc23)cc1	-5
CC(=O)c1cc(-c2ccc([N+](=O)[O-])cc2)c(=O)n2c1CCC2	-5
COC(=O)[C@@]12C[C@@H](CC(=O)NCCCN3CCCC3=O)C(=O)N(CCc3ccc(OC)c(OC)c3)C1=CCC(C)(C)C2	-2
Cc1ccc(S(=O)(=O)NC(=O)C2(C)CCN2C(=O)c2cccc(F)c2)nc1 (stereo unspecified)	0
COc1cc(-c2cnc3c(NC=O)cc(-c4cccc(NC(C)=O)c4)cn23)cc(OC)c1OC	-9
CCn1c(SCC(=O)Nc2ccc(C(C)C)cc2)nnc1-c1ccc(C(C)(C)C)cc1	1
COC(=O)[C@@]1(C(C)C)N=C(c2cc(OC)c(OC)c(OC)c2)[C@]2(O1)C(=O)N(C)c1ccc(Br)cc12	0
CCC(c1nc2ccccc2[nH]1)n1c(=O)c(-c2cccnc2)nc2ccccc21 (stereo unspecified)	-9
CC(C)(C)c1ccc2c(c1)OC(C(=O)N/N=C/c1ccc[nH]1)CO2 (stereo unspecified)	2
CCOC(=O)C1=C[C@@H](C(C)C)N(S(=O)(=O)c2ccc([N+](=O)[O-])cc2)[C@H]1c1ccccc1	5
CCc1nc2ccc(C(=O)Nc3cc(-c4ccccc4)ccc3OC)cn2c1N(C)CCC(C)C	-2
Cc1ccc(C2CCC3(CCC(=O)N3CCO)CC2)cc1 (stereo unspecified)	4&-1

Carrying on:
SMILES	PI4K2A block
CN(Cc1ccccc1)S(=O)(=O)c1cccc(C(=O)OCc2ccccc2)c1	-1
Cc1ccc(OCc2nnc(SCC(=O)Nc3ccc(S(N)(=O)=O)cc3)n2-c2ccc(Cl)cc2)cc1	0
CC(C)C[C@H]1CN([C@@H](Cc2ccccc2)CN2CCC[C@@H]2CN2C(=O)C(=O)NC[C@@H]2Cc2ccccc2)C(=O)C(=O)N1CC1CCCCC1	-4
N[C@@H](CSSC[C@H](N)C(=O)O)C(=O)O	i
COC(=O)[C@]12CCCCC=C1N(Cc1cccc3ccccc13)C(=O)[C@H](CC(=O)NCc1cccs1)C2	3
COC(=O)[C@]12C[C@H](CC(=O)N3CCSCC3)C(=O)N(CCc3ccc(OC)c(OC)c3)C1=C[C@H](C(C)(C)C)O[C@@H]2C	-3
Cn1c(=O)c2cc(NC(=O)NCc3ccccc3)ccc2n1Cc1ccc(Cl)cc1	-8
CC(C)=CCC/C(C)=C/CO	5
CCCS(=O)(=O)NC(=O)C1(C)CCN(C(=O)c2cc(C(C)(C)C)nn2C)C1 (stereo unspecified)	-3
COc1ccc(C(C(=O)NC(C)(C)C)n2c(=O)c(-c3ccco3)nc3ccccc32)cc1 (stereo unspecified)	-8
CC(C)NC(=O)C1(C)CSCC(=O)N1CCCn1ccnc1 (stereo unspecified)	5
C#CCn1c2ccccc2c(=O)n1CCOc1ccccc1OC	-1
NC(Cc1ccc(F)cc1)c1csc(Nc2cc(NCc3ccco3)ncn2)n1 (stereo unspecified)	-8
COc1ccc(S[C@]2(C(=O)N(C)C)CC(=O)N(c3ccc(OC)cc3)[C@@H]2c2ccc(OC)cc2)cc1	6
CCCCCC(C)N (stereo unspecified)	2
CC1(c2nc3ccccc3[nH]2)CCC(=O)N1C1CC1 (stereo unspecified)	2
COc1ccc(C(=O)OCCN2CCN(C3CN(Cc4cn(Cc5cccc(C)c5)nn4)S(=O)(=O)C3)CC2)cc1OC (stereo unspecified)	-10
c1csc(CNc2ncnc3ccc(-c4ccc5c(c4)OCO5)cc23)n1	-9
COc1ccc2c(CN3CCOCC3)cc(=O)oc2c1	2
COC(=O)[C@@]1(Sc2ccc(C)cc2)CC(=O)N[C@@H]1c1ccco1	4
Cc1cc(F)ccc1-c1cc(C(=O)N2CCN(c3ccncc3)CC2)[nH]n1	-16
OC(c1ccc(F)cc1)c1nc(-c2ccncc2)cs1 (stereo unspecified)	3
COC(=O)[C@H](CC(C)C)NC(=O)CC[C@H]1O[C@@H](n2ccc(=O)[nH]c2=O)[C@H](O)[C@@H]1O	2
O=C(O)c1ccccc1NCCc1ccccc1	2
CCCCNC(=O)OC1CC2CC1[C@H]1CCCCN1C2=O (stereo partly specified)	-1

Continuation:
SMILES	PI4K2A block
Cc1ccc(S(=O)(=O)N2CCC(=O)N([C@H](COC(=O)Nc3ccccc3)Cc3ccccc3)CC2)cc1	1
CCOC(=O)[C@@]12CCCC=C1N(CCc1ccc(Cl)cc1)C(=O)[C@H]2CC(=O)NCCc1ccccc1OC	-2
O=C(CCCC1=NS(=O)(=O)c2ccccc2N1)N1CCN(c2ccccc2Cl)CC1	3
COc1ccc(-c2c(Sc3ccccc3)c3cc(-c4ccc(OC)c(F)c4)ccc3n2C)cc1	3
O=C(NCc1ccccc1)c1cc(C2COCCN2C(=O)c2ccc(Cl)cc2)on1 (stereo unspecified)	-3
Cc1c(C(=O)NCc2cccs2)sc(=O)n1Cc1ccc(S(=O)(=O)N(C)C)cc1	-6
CCCC(=O)N1CCC1(C)C(=O)Nc1ccccc1C(C)(C)C (stereo unspecified)	0
CCNC(=O)N(C)c1c(CC)nc2ccc(C(=O)N3CCN(S(=O)(=O)CC)CC3)cn12	-2
CCOC(=O)C1CCCN(C(=O)c2ccc(F)c(Cl)c2)CC1 (stereo unspecified)	-4
C/C(=N\NC(=O)Cc1cccs1)c1ccco1	-7
COc1cc(OC)cc(C2=Cc3ccc(OC)cc3C(CC(C)=O)N2c2ccc(C#CC3(O)CCCCC3)cc2)c1 (stereo unspecified)	0
Cc1cc(C)c(CN2CCN(C(=O)CC[C@H]3O[C@@H](n4cnc5c(NC(=O)c6ccccc6)ncnc54)[C@H](O)[C@@H]3O)CC2)c(C)c1	0
Cc1onc(-c2ccccc2)c1C(=O)N1CCC(C)(C(=O)NS(=O)(=O)C2CC2)C1 (stereo unspecified)	1
CSc1ccc(-c2csc(N3CCC(C(N)=O)CC3)n2)cc1	-2
O=NN(CCCl)C(=O)NC1CCCCC1	1
CCCS(=O)(=O)NC(=O)C1(C)CCN(C(=O)c2ccc(OC)cc2OC)C1 (stereo unspecified)	-1
CN(C)c1ccc(C(=O)N2CCC2(C)C(=O)O)cc1 (stereo unspecified)	-5
CC(=O)Nc1cccc(-c2ccnc3c2CC(C)(C(=O)Nc2ccc(Cl)cc2)O3)c1 (stereo unspecified)	-1
CC(C)C[C@H]1COc2cc(Br)ccc2S(=O)(=O)N1Cc1cn(Cc2ccc(Cl)cc2)nn1	5
O=S(=O)(CC1NCc2ccccc21)NCCc1ccccc1 (stereo unspecified)	-3
NCCC(O)(P(=O)(O)O)P(=O)(O)O	2
C=CCNC(=O)CN(C(=O)c1ccncn1)c1cccc(Br)c1	-2
COc1ccc(NC(=O)c2ccc3nc(C)c(N(C)C(=O)CCc4ccccc4)n3c2)cc1OC	-2
O=NN(CCCl)C(=O)NCC1=C[N+](=O)CC=C1	4
O=C(NCc1ccccc1)C(c1ccc(F)cc1)N1CCN(C(=O)C2CCCO2)CC1 (stereo unspecified)	-5

Following part:
SMILES	PI4K2A block
CC[C@@H]1Cc2[nH][nH]c(=O)c2[C@H](c2ccc(Cl)cc2)O1	-17
Cc1n[nH]c(C)c1S(=O)(=O)NCCc1cccc(F)c1	0
CC1(C(=O)Nc2ccc(Cl)c(Cl)c2)CCN1Cc1ccccc1OC(F)F (stereo unspecified)	0
CCNC(=O)C1(C)CCN1CCC(=O)c1ccc(Br)cc1 (stereo unspecified)	11
CC(=O)Oc1ccccc1Cn1c(C)c(C(=O)NCc2ccccc2C(F)(F)F)sc1=O	-1
CC1(C(=O)NCC2CC2)Cc2c(-c3ccc4c(c3)OCO4)ccnc2O1 (stereo unspecified)	1
Cc1cccc(-c2cccc3nccn23)c1	0
CCOC(=O)[C@]12CCC=C1N(Cc1ccco1)C(=O)[C@H](CC(=O)NCC1CCCCC1)C2	0
COc1ccc(N2CCN(CCNS(=O)(=O)c3ccc([N+](=O)[O-])cc3)CC2)cc1	1
CC(=O)Nc1cc(-c2ccc(N3CCN(C)CC3)cc2)cn2c(-c3ccc(S(C)(=O)=O)cc3)cnc12	3
Cc1nnc(C)n1N=Cc1ccc(Cl)c([N+](=O)[O-])c1	3

These rows are one share of the data (hit frequency here may not be typical).
